Source: PubChem BioAssay
KDM4E inh – blocks human JMJD2E demethylase activity. Potency, µM (series often up to 57.1 µM), without a hit: at the top dose activity change, negative = inhibition, usual class: inhibitors. B2RXH2. 230,000 compounds, 1.6% hits. JMJD2E catalytic domain, FDH-coupled NADH fluorescence (FDH is formaldehyde dehydrogenase); active = well fitted inhibition curve with a large enough effect, not every such curve was filed as active; inconclusive = small, poorly fitted or top-dose-only effect, or another doubt; inactive = no such curve, though single readings can be large or run the other way;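 also: 0% = wells with enzyme and -100% = buffer wells without enzyme; nearly all actives have a fitted effect of over 50% in size; many of its hits are not listed in these tables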
Target sequence (B2RXH2 1-337 limits assumed): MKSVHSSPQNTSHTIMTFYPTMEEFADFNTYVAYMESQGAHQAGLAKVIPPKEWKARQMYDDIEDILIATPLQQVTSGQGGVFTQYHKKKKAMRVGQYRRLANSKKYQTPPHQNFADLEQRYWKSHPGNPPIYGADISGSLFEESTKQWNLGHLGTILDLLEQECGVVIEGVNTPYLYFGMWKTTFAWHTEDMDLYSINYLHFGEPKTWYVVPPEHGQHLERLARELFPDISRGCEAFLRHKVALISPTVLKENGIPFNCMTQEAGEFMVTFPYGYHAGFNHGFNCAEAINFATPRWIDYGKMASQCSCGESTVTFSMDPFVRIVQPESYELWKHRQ
GoLoco inh red – blocks human Gai1 binding to RGS12 GoLoco peptide, red readout | P63096 | Gai1:RGS12 GoLoco peptide FP, rhodamine, 10 min | Potency, µM (series often up to 61.6 µM), inactives show top-dose activity, negative = inhibition, hits mostly inhibitors | 230,000 compounds, 0.44% hits | AID 880; active = well fitted inhibition curve with a large enough effect, not every such curve was filed as active; inactive = no such curve, though single readings can be large or run the other way; also: % is scaled to controls: 0 for no effect and ±100 for the full control effect; nearly all actives have a fitted effect of over 30% in size; many of its hits are not listed in these tables
Target sequence (P63096 whole entry, looked up): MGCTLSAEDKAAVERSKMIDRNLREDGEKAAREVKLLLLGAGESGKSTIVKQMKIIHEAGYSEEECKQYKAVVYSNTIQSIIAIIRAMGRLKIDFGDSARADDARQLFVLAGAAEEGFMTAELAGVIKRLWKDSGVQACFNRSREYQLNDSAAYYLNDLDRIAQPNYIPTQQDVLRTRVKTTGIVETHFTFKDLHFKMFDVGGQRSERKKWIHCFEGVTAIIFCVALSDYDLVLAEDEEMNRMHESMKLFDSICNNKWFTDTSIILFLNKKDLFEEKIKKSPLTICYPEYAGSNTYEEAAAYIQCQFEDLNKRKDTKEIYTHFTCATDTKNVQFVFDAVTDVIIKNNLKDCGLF
GAA glycogen mod – alters human alpha-glucosidase cleavage of glycogen | P10253 | recombinant GAA, glycogen substrate, Amplex Red glucose oxidase fluorescence | Potency, µM (top dose mostly 76.4 µM), for the others: top-dose activity change, negative = inhibition, usual class: inhibitors | 300,000 compounds, 0.38% hits | AID 2100;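 also: 0% = full enzyme reaction and -100% = no-enzyme basal signal; the screen sought inhibitors and activators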
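Natural-substrate format: glycogen cleavage by 4 nM human enzyme, glucose read by Amplex Red coupling (Ex 573, Em 610 nm). Normalized to enzyme and no-enzyme controls.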
GLA spleen mod – alpha-galactosidase A (human) modulation; P06280; human spleen homogenate, 4MU-alpha-Gal fluorescence, 40 min; Potency, µM (titrated, usually from 80 µM), for inactives: at the top dose activity change, negative = inhibition, actives largely listed as inhibitors; 240,000 compounds, 0.008% hits; AID 2107;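 also: 0% = enzyme with vehicle and -100% = no enzyme basal signal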
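Human spleen homogenate (1 ug) was the enzyme source, with 4-methylumbelliferyl-alpha-D-galactopyranoside (1 mM final) in pH 5.0 citrate buffer with 0.01% Tween-20. Compounds were titrated; after 40 min at 37C, NaOH/glycine stop, 4-MU fluorescence read; AC50 from Hill fits.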
GAA spleen mod – lysosomal alpha-glucosidase (human) modulation. human spleen homogenate, 4-MU-alpha-glucoside fluorescence. Potency, µM (top dose mostly 79.9 µM), for the others: at the highest dose activity change, negative = inhibition, usual class: inhibitors. 240,000 compounds, 0.006% hits. AID 2112;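 also: 0% = enzyme with vehicle and -100% = no enzyme basal signal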
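Compounds were titrated against alpha-glucosidase in spleen homogenate at pH 5.0, with 1 mM 4-methylumbelliferyl substrate for 40 min at 37 C. Reactions were quenched with pH 10 NaOH/glycine and fluorescence measured.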
GAA inh – alpha-glucosidase (human) inhibition. purified human GAA, 4-MU-alpha-glucoside fluorescence. 200,000 compounds, 0.005% hits. Potency, µM (doses to about 76.9 µM), inactives show at the highest dose activity change, negative = inhibition, actives largely listed as inhibitors. AID 1466. P10253;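 also: plate controls were uninhibited enzyme wells for no effect and no-enzyme background for full effect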
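Enzyme (4 nM final) mixed with compound (up to 77 uM), then 4-MU-alpha-D-pyranoside (400 uM final) added; 20 min at room temperature, pH 5.0. Reaction stopped at pH 10, fluorescence read, AC50 derived by Hill fit.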
ALDH1A1 block – blocks purified human ALDH1A1 activity | 220,000 compounds, 7.3% hits | Potency, µM (doses to about 75.3 µM), inactives show at the top dose activity, negative = inhibition, most hits filed as inhibitors | AID 1030 | Purified ALDH1A1, NADH fluorescence, propionaldehyde substrate | P00352; active = well fitted inhibition curve with a large enough effect, not every such curve was filed as active; inconclusive = small, poorly fitted or top-dose-only effect, or another doubt; inactive = no such curve, though single readings can be large or run the other way;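 also: plate controls were no enzyme wells and a reference inhibitor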
SMN2 splice up – increases expression of the SMN2 splice variant. HEK293 SMN2-luciferase splicing reporter, luminescence, 30-36 h. Potency, µM (highest dose often 46.1 µM), for inactives: at the top dose activity change, positive = activation, actives largely listed as activators. 210,000 compounds, 2.8% hits. AID 1458; also: % of control where 0% means no effect; nearly all actives have a fitted effect of over 55% in size
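HEK293 cells carry an SMN2 minigene-luciferase reporter in which exon 7 inclusion puts luciferase in frame. Cells were seeded at 2000 cells/well, attached for 10-12 hours, then exposed to compounds for 30-36 hours at 37C before ONE-Glo luminescence.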
Numbers without * were called inactive; u = inconclusive; x = no result given; & = joins results of further samples; [ ] = remark or other dose. Unless noted, calls follow the shape of the dose curve; as a rule, active = well fitted curve in the direction sought with a large enough effect; inconclusive = small, poorly fitted or top-dose-only effect, or another doubt; inactive = no such curve, though single readings can be large; an effect the other way counts as inactive or inconclusive. Potency is read from the fitted curve at half-maximal effect. This is a subset, so the mix of outcomes need not match the whole.

SMILES | KDM4E inh | GoLoco inh red | GAA glycogen mod | GLA spleen mod | GAA spleen mod | GAA inh | ALDH1A1 block | SMN2 splice up
CCN1CCN(c2nc(N)c([N+](=O)[O-])c(Nc3cccc(C)c3)n2)CC1 | -2% | 7% | -4% | -3% | 1% | -9% | -2% | -22%
CCN(C(=O)CSc1ncn[nH]1)c1cccc2ccccc12 | 8% | -13% | -4% | 6% | 5% | 6% | 25µM* | 7%
N#CC1=C(SCc2ccccc2)NC(=O)C(C#N)C12CCCC2 (configuration not stated) | -2% | 4% | u | -13% | -20% | -4% | 4µM* | x
CC(=O)CCc1oc2ccc([N+](=O)[O-])cc2c1-c1ccc(C)o1 | -3% | -11% | 13% | -2% | -9% | u | 10µM* | x
O=c1c(-c2cccs2)nc2cnc(Nc3ccccc3)nc2n1C[C@H]1CCCO1 | x | 15% | x | 7% | -8% | x | u | x
CN1CCN(C2CC(=O)N(Cc3ccc(N4CCCC4=O)cc3)C2=O)CC1 (configuration not stated) | 4% | 3% | -8% | -8% | -6% | 0% | 8% | 1%
CN(C)c1nc(SCc2ccccc2Cl)nc2c1CCCC2 | 0% | 2% | 2% | 5% | 2% | u | 6% | -19%
Cc1ccc(O)c(C2=Nc3ccccc3N=C(c3ccco3)C2)c1 | 1% | x | 4% | 7% | 0% | 1% | -7% | x
Cc1ccc2cc(CN(C(=O)c3cccs3)c3ccccc3)c(=O)[nH]c2c1 | u | -5% | 8% | 5% | 0% | x | x | x
O=C(COC(=O)CCC1CCCC1)NCc1ccc(Cl)cc1 | -3% | 2% | 6% | 5% | 11% | -7% | u | 1%
O=C(c1nnc(-c2ccccc2)o1)C1CC1 | -8% | 3% | 4% | 4% | 6% | 2% | 3% | 2%
CN(C)c1ccc(N=Cc2nc(-c3ccccc3)oc2OC(=O)c2cccc(Cl)c2)cc1 | 3% | 31%[activator] | 12% | -2% | -3% | -4% | 13µM* | 11µM*
O=C1CCC(C(=O)Nc2cccc(S(=O)(=O)N3CCOCC3)c2)N1 (configuration not stated) | 1% | 8% | 4% | 1% | 1% | -7% | 9% | 11%
COc1ccc(C(=O)N2CCN(c3ccc([N+](=O)[O-])c(NCCc4ccc(OC)c(OC)c4)c3)CC2)cc1 | -2% | 9% | 0% | 4% | -4% | -13% | u | -64%[inhibitor]
Cc1c(N=C/C=C2\N(C)c3ccccc3C2(C)C)c(=O)n(-c2ccccc2)n1C | -10% | x | -27% | 4% | -11% | 3% | -15% | x
O=C(C1CSC2(c3ccc(F)cc3)CCC(=O)N12)N1CCCCCC1 (configuration not stated) | -1% | 7% | 5% | 3% | -8% | -5% | 9% | -13%
COCCNC(=O)C1CCN(S(=O)(=O)c2ccccc2)CC1 | 5% | 3% | 8% | 4% | -3% | -7% | 0% | -3%
O=c1cc(CSc2nnnn2-c2ccc(O)cc2)nc2sccn12 | -5% | 19% | 2% | -3% | 3% | 3% | u | 2%
O=C(CN1C2CCCC1CC(NC(=O)c1ccco1)C2)Nc1ccccc1 (configuration not stated) | -5% | 4% | -22% | 16% | 5% | 9% | u | -40%[inhibitor]
CCOC(=O)c1cc(-c2ccccc2)sc1NC(=O)C(C)Sc1nnnn1C (configuration not stated) | -13% | 6% | -2% | 17% | -9% | -6% | -11% | -22%
c1ccc2oc(-c3[nH]ncc3CN3CCSCC3)cc2c1 | 1% | -2% | 13% | -6% | -6% | x | -4% | x
Cc1cc(C(=O)N2CCCC(C(=O)c3ccc4ccccc4c3)C2)n(C)n1 (configuration not stated) | -15% | 10% | -12% | 1% | -2% | 11% | u | -6%
O=C(NCc1ccccc1)C1(c2cccc(F)c2)CCCC1 | -1% | 11% | -20% | 3% | 2% | 4% | 6% | 11%
COc1cccc(C2(c3cccc(OC)c3)CC2C(=O)Nc2ccc(F)cc2)c1 (configuration not stated) | 0% | 4% | -6% | 0% | -5% | -2% | -9% | u
CC(C)(C)C(=O)CSc1nc2ccccc2o1 | -6% | 6% | -5% | -2% | 1% | 8% | -6% | u
CC1CCN(S(=O)(=O)c2cccc(C(=O)Nc3ccccc3)c2)CC1 | -2% | 1% | -3% | 2% | -1% | 7% | -4% | x
CC(C)c1cc(C(C)C)n2nc(N)nc2n1 | 2% | -4% | 10% | 3% | -1% | x | x | x
CCCCCCCCN | x | -21% | x | 5% | 13% | x | u | -31%
COc1ccc(/C=C(\NC(=O)/C=C/c2ccco2)C(=O)NCCc2nc3ccccc3[nH]2)cc1 | 9% | -2% | 9% | 1% | -3% | 3% | -4% | -12%
CCOC(=O)N1CCN(C(=O)c2ccc(CS(=O)(=O)c3ccc(OC)cc3)o2)CC1 | -3% | 1% | 3% | -10% | -3% | -1% | 1% | 0%
Cc1cc(N2CCN(C)CC2)nc2ccc(NC(=O)c3cccnc3Cl)cc12 | -14% | 3% | 3% | -4% | -2% | -8% | -10% | 5%
Cc1ccc(Oc2c(F)c(F)nc(N3CCCC3)c2F)cc1 | 8% | -8% | 16% | -8% | -22% | -15% | -5% | -15%[1.84 µM]
COc1cc(/C=N/n2cnc3c(sc4nc(C)cc(C)c43)c2=O)ccc1O | -3% | 5% | 7% | 12% | 10% | x | x | x
O=C1C(c2[nH]c3ccccc3c2O)=Nc2ccccc21 | x | 7%&3% | x | 10%&-3% | -5%&6% | x | 16µM* | -2%&5%
CC(=O)NCCNc1nc(-c2ccc(N(C)C)cc2)nc2ccccc12 | u | -3% | x | 3% | 9% | x | u | 11%
Cc1ccc(C2(CCNCc3ccco3)CCOC(C(C)C)C2)cc1 (configuration not stated) | 1% | 2% | -1% | -1% | 0% | x | x | x
CCCCCc1cc(=O)oc2c(C(CCN(CC)CC)c3cc(OC)c(OC)c(OC)c3)c(OC)cc(OC)c12 (configuration not stated) | -14% | -3% | 1% | -9% | -22% | x | x | x
CCOC(=O)C(C)Sc1nc(-c2ccccc2)nc2ccc(F)cc12 (configuration not stated) | -3% | 6% | 0% | 2% | -5% | u | 0% | -11%
Cc1cc(NC(=O)/C(C#N)=C/c2ccco2)n(-c2ccccc2)n1 | -2% | -1% | -5% | 16% | -10% | -8% | 2% | -4%
O=C(O)/C=C\c1cn(-c2ccccc2)nc1-c1cc2ccccc2o1 | u | 11% | 5% | 1% | 0% | 8% | u | 11%
CCCCOc1ccc(CN(CCO)CCO)cc1[N+](=O)[O-] | -6% | -4% | 0% | 1% | 4% | 3% | u | -11%
Cc1cc(C)nc(Sc2ncnc3c2oc2ccccc23)n1 | -6% | 2% | 6% | 1% | 5% | 5% | 2% | -11%
Cc1csc2c(=O)sc(NC(=O)c3ccc(F)cc3)nc12 | u | 3% | -1% | 3% | -5% | x | x | x
C=C(C)CSc1nnc(-c2ccc(OC)cc2)n1N | 1% | -10% | 11% | 2% | -2% | 3% | u | 21%
O=C(O)CSc1nnc(Cc2cccc3ccccc23)n1-c1cc(C(F)(F)F)cc(C(F)(F)F)c1 | 5% | 8% | 4% | -4% | -16% | x | x | x
CC(C)c1nnc(-c2ccc(Cl)cc2)c(N(C)C)n1 | 8% | 5% | 1% | -6% | -3% | -2% | 7% | -17%
S=C1NCCc2ccccc2C1c1ccccc1 (configuration not stated) | -7% | 5% | u | 13% | 1% | 4% | -7% | -19%
Cc1cc(OCC(=O)N2CCOCC2)cc2oc(=O)c3ccccc3c12 | 64%[activator] | -6% | 4% | -25% | -9% | 6% | u | -6%
CC(CNC(=O)COc1ccccc1)OC(=O)Nc1cccc(Cl)c1 (configuration not stated) | -2% | -2% | 3% | -5% | -9% | 0% | u | -13%
CCOc1cc(/C=C2/NC(=O)N(CC(=O)OC)C2=O)ccc1OC | -10% | 6% | -9% | -1% | -8% | -2% | u | 10%
More records
SMILES | KDM4E inh | GoLoco inh red | GAA glycogen mod | GLA spleen mod | GAA spleen mod | GAA inh | ALDH1A1 block | SMN2 splice up
O=C(O)CCS(=O)(=O)Cc1ccccc1Cl | -4% | -6% | -8% | 6% | -2% | -12% | 1% | 1%
Cc1c(NS(=O)(=O)N2CCCC2)c(=O)n(-c2ccccc2)n1C | 13% | 7% | -7% | -3% | -2% | -10% | 10% | -16%
O=C(O)Cn1c(COc2ccc(Cl)cc2)nc2ccccc21 | 13% | -7% | 7% | -7% | 8% | u | 6% | x
CCN(CC)S(=O)(=O)c1ccc(N2CCOCC2)c(NC(=O)c2ccc(F)cc2)c1 | 4% | 4% | 9% | 8% | 3% | 1% | u | 9%
CC(=O)Nc1ccc(NC(=O)Cc2ccc(F)cc2)cc1 | 3% | 10% | -3% | -3% | 7% | 8% | 3% | 10%
Cc1ccc(Cn2ccc(NC(=O)c3cc(-c4ccc5c(c4)OCO5)on3)n2)cc1 | u | 8% | 12% | 0% | -3% | -3% | -3% | 19%
N#C/C(=C/c1ccc(Sc2nc3ccccc3[nH]2)o1)c1cccc(Br)c1 | -28% | 12% | 1% | -1% | 2% | -5% | u | -67%[inhibitor]
COC(=O)c1cccc(S(=O)(=O)N2CCC(c3nc4ccccc4o3)CC2)c1 | -1% | 1% | 0% | 4% | 5% | -1% | 12% | -71%[inhibitor]
CC1=C(C(=O)OCC(C)C)C(c2ccc(F)cc2)NC(=O)N1 (configuration not stated) | 2% | -2% | -4% | 2% | 3% | -7% | 1% | 2%
CCOc1ccc(N=Nc2c(C)noc2C)cc1 | 3% | 8% | 1% | -1% | -4% | 2% | 4% | 16%
COc1ccc(/C=N/n2cnnc2SCc2ccccc2)cc1 | -4% | -3% | 6% | 9% | 1% | -6% | -2% | -4%
COC(=O)c1ccc(C(NC(=O)OCc2ccccc2)/C(=C/[C@@H](C)C(=O)Nc2ccccc2)c2cccnc2)cc1 (some centres not stated) | -2% | 5% | x | 6% | -3% | x | 2% | 3%
